FLuc inh counter: inhibits firefly luciferase, flagging false hits in luciferase inhibition screens; P08659; ATPLite firefly luciferase biochemical luminescence, 10 min; inhibition, % at 10 µM; 200,000 compounds, 1.5% hits;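 active = inhibition above about 50% when tested at 10 µM, limit read from the data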
Target sequence (P08659 whole entry, looked up): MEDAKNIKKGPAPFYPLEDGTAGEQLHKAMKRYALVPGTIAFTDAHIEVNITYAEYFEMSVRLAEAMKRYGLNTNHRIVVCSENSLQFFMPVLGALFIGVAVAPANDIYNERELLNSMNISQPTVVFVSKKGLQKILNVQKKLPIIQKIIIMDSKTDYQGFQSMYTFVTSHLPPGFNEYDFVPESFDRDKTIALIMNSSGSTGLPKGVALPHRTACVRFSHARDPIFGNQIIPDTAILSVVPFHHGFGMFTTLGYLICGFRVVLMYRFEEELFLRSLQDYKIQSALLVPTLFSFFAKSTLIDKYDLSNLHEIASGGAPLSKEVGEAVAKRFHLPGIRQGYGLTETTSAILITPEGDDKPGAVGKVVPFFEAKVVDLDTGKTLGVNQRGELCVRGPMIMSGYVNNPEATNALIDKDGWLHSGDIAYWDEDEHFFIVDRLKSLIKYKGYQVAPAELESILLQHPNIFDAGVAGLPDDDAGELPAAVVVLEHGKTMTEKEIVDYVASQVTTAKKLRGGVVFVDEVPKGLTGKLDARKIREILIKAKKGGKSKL
STAT1 inh: reduces IFN-gamma driven STAT1 reporter signal; NIH 3T3 STAT1-luciferase reporter, luminescence; inhibition, % at 5.5 µM; 200,000 compounds, 0.35% hits;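 active = inhibition above a set limit, the mean inhibition across all tested compounds plus 3 SD, cut at about 34% in these data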;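 also: 0% = IFN-gamma with DMSO and 100% = IFN-gamma with 300 µM nifuroxazide; values of inactives mirror those of a sister screen read the other way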
FLuc act counter: firefly luciferase counter-screen for stimulation assays; P08659; ATPlite luciferase biochemical, luminescence, 10 min; 0 = ATP-free wells, 1 = DMSO control; activation factor at 10 µM; 200,000 tested, under 10 active;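 active = luciferase activation factor, scaled between plate controls, of at least 2 with compound at 10 µM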
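System: cell-free luciferase reagent; medium: PBS as buffer for the ATP substrate; doses: test compounds dosed from 2 mM stocks in 100% DMSO; incubation: 10 min, room temperature; measured by: luminescence from luciferase reaction; read-out: luciferase activation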
APP transl inh: APP translation inhibition | SH-SY5Y APP 5'UTR-luciferase reporter, luminescence | 190,000 compounds, 0.82% hits | inhibition, % at 2 µM | AID 1285;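 active = inhibition above a set limit, derived from the sample mean plus 3 SD, cut at about 45% in these data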; also: values of inactives mirror those of a sister screen read the other way
STAT3 act: increases IL-6 driven STAT3 reporter signal | U3A cells, IL-6 STAT3-luciferase reporter, luminescence; 100% = signal with IL-6 EC80 alone | 190,000 compounds, 0.91% hits | activation (% of control), % at 5.6 µM;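 active = activation above the screen-wide mean of compound activation plus 3 SD, cut at about 130% in these data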;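 also: 0% = background luminescence of wells with medium and substrate only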
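Material: STAT1-lacking human U3A cells, STAT3 luciferase reporter | Benchmarks: IL-6-only wells as 100% reference | Probe or stimulus: IL-6 (33 ng/mL) | Timing: Compound 1 h, then IL-6 6 h at 37 °C | Detection: Luminescence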
STAT1 activator: activators of IFN-gamma induced STAT1 signaling | NIH 3T3 STAT1-luciferase reporter, luminescence; 100% = IFN-gamma alone, no compound | activation (% of control), % at 5.5 µM | 200,000 compounds, 2.6% hits | AID 932;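 active = activation above the screen-wide mean activation plus 3 SD, cut at about 130% in these data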;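 also: raw ratio to IFN-gamma control signal so 100% means no change and 0% no light; values of inactives mirror those of a sister screen read the other way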
STAT3 inh: inhibitors of IL-6 induced STAT3 signaling | U3A cells, IL-6 STAT3-luciferase reporter, luminescence; host cell line lacks STAT1 | inhibition, % at 5.5 µM | 190,000 compounds, 0.89% hits;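 active = inhibition above the mean inhibition across all screened compounds plus 3 SD, cut at about 44% in these data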;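 also: 0% = DMSO only wells and 100% = 100 µM nifuroxazide control wells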
APP 5'UTR act: APP 5'UTR luciferase reporter activation; SH-SY5Y APP 5'UTR luciferase reporter, luminescence; zero percent = DMSO vehicle wells; activation, % at 2 µM; 190,000 compounds, 1% hits; AID 1276;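 active = activation above a set limit, based on mean plus 3 SD of controls, cut at about 140% in these data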; also: values of inactives mirror those of a sister screen read the other way
NF-kB expr up: raises NF-kB expression in human neuronal cells; NF-kB reporter expression; stronger effect = higher value; AID 1239; fold change at 12.5 µM; 190,000 compounds, 1.6% hits; in the data active = fold change above about 3.3
ROMK primary: modulators of human ROMK potassium channel; Tet-inducible ROMK, thallium flux fluorescence; actives lie on both sides; P48048; AID 1918; B-score at 10 µM; 130,000 compounds, 2% hits;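 active = signal ratio slope over the read window, or its plate-corrected B-score, at least 3 SD from the plate mean, either direction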;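 also: B-score of the F/F0 ratio slope over 7 to 12 s after thallium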
Target sequence (P48048 whole entry, looked up): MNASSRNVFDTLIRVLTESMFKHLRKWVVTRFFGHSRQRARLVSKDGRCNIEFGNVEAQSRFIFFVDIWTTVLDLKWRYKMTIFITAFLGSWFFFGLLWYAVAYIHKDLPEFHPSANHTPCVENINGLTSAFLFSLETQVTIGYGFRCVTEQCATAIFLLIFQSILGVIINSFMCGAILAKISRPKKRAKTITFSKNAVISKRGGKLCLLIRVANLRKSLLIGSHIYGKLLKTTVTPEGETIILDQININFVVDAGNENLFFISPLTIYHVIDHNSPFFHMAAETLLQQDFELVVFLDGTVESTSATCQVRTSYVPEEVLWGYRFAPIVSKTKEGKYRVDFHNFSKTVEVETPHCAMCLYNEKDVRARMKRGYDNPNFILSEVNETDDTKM
* = called active by the depositor; / = no result given.

SMILES	FLuc inh counter	STAT1 inh	FLuc act counter	APP transl inh	STAT3 act	STAT1 activator	STAT3 inh	APP 5'UTR act	NF-kB expr up	ROMK primary
O=C(c1ccc(CS(=O)(=O)c2ccccc2)o1)N1CCOCC1	2	2	1	-8	98	98	11	8	1	/
O=C(O)c1ccccc1C(=O)NCc1cccnc1	-6	-1	1.1	-10	101	101	2	10	0.98	0.81
COc1ccc([N+](=O)[O-])cc1NC(=O)C1CCCCC1C(=O)O (configuration not stated)	-7	4	1.1	-16	98	96	7	16	1.1	0.29
Fc1cccc(Cl)c1/C=N/n1c(-c2cccnc2)n[nH]c1=S	10	14	0.9	-5	99	86	5	5	1.1	/
Cc1oc(C(C)(C)C)cc1C(=O)Nc1ccc(C(=O)O)cc1	-4	-28	1	-19	107	125	-6	19	1.4	-0.07
O=C(c1ccccc1)c1cc([N+](=O)[O-])ccc1N1CCOCC1	-4	-5	1	92*	131	104	-43	-92	2.8	/
O=C(NN1CCCCC1)c1ccccc1	-3	0	1	9	101	100	-1	-9	1.1	0.45
Cc1ccc(C)c(NS(=O)(=O)c2cc(C(=O)Nc3cccc(N(C)S(C)(=O)=O)c3)ccc2C)c1	-2	13	1	6	95	94	15	-5	0.79	/

Additional structures:
SMILES	FLuc inh counter	STAT1 inh	FLuc act counter	APP transl inh	STAT3 act	STAT1 activator	STAT3 inh	APP 5'UTR act	NF-kB expr up	ROMK primary
CC1=C(C#N)C(/C=N/OCc2ccc(F)cc2Cl)CC(=O)N1 (configuration not stated)	1	3	1	18	98	96	5	-18	1.3	0.4
COC(=O)c1nnn(-c2nonc2N)c1CSc1ccccn1	-6	1	1.1	28	93	101	15	-28	1.2	/
Clc1ccc(-c2noc(CCCc3ccccc3)n2)cc1	-6	5	1.1	9	103	96	-3	-9	1.3	-0.17
N#CC1=C(N)Oc2n[nH]c(-c3ccc(F)cc3)c2C1c1cccc(OC(=O)N2CCOCC2)c1 (configuration not stated)	-5	-3	1.1	-4	124	101	-30	4	0.71	-0.35
CC(C)(C)C1CCC(OC(=O)C[N+]2(C)CCCCC2)CC1 (configuration not stated)	-2	0	1	8	99	99	5	-8	0.94	0.081
COCCCNc1nc2nonc2nc1N(C)CC1CCCN1C (configuration not stated)	-8	1	1.1	4	98	98	5	-4	1.3	0.012
Cc1ccccc1NC(=O)N1C2CCCC1CC(NC(=O)C1CC1)C2 (configuration not stated)	-9	-9	1.1	5	102	108	4	-5	1.1	/
COc1ccc(CNC(=O)C2CC(c3ccccc3[N+](=O)[O-])=NO2)cc1 (configuration not stated)	2	-17	1	-11	118	115	-21	11	1.2	/

(next part)
SMILES	FLuc inh counter	STAT1 inh	FLuc act counter	APP transl inh	STAT3 act	STAT1 activator	STAT3 inh	APP 5'UTR act	NF-kB expr up	ROMK primary
CCCNS(=O)(=O)c1ccc(NC(=O)Cc2cccs2)cc1	0	6	1	-10	105	95	-2	10	0.67	-0.0083
C/C(=C\c1ccco1)C1C(C#N)=C(N)Oc2n[nH]c(-c3ccccc3)c21 (configuration not stated)	0	-2	1	13	104	102	-2	-13	0.98	0.27
COc1ccc(Cl)cc1N1C(=O)[C@@H]2C(c3cccc(OC)c3OC)=NO[C@@H]2C1=O	-3	-2	1	13	98	102	6	-13	1.2	-0.062
CCCCNC(=O)C1CCN(S(=O)(=O)c2cnc[nH]2)CC1	-4	-6	1	-28	98	105	8	28	0.98	/
Cc1cc(C(=O)CN2C(=O)C(=O)N(Cc3ccccc3)C2=O)c(C)n1CC1COc2ccccc2O1 (configuration not stated)	-9	18	1.1	9	86	82	18	-9	1.1	-0.94
CCOCCCNC(=O)Cc1ccc(F)cc1	-5	10	1.1	1	103	93	-6	-1	1.2	0.29
CCN1CCN(C(c2cccs2)C(C)NC(=O)C(C)C)CC1 (configuration not stated)	-5	-10	1	8	104	110	-5	-8	0.87	/
COc1ccc(C(=O)c2coc(-c3ccccc3C(=O)O)c2C(=O)O)cc1	-3	-4	1	12	99	104	-1	-12	1.3	-0.018

(further entries)
SMILES	FLuc inh counter	STAT1 inh	FLuc act counter	APP transl inh	STAT3 act	STAT1 activator	STAT3 inh	APP 5'UTR act	NF-kB expr up	ROMK primary
Cc1ccc(N2C(=O)Nc3cc(Cl)c(Cl)cc3N2O)cc1Cl	2	4	1	-11	98	96	8	11	1	0.093
C=CCOc1ccc(CNn2nnnc2N)cc1	0	-1	1	-8	101	101	2	8	1	/
CCOC(=O)c1c(/N=C/N(C)C)sc(/C=N/Nc2ccccc2)c1-c1ccc(Cl)cc1	-1	-4	1	-2	109	104	-10	2	0.93	-0.018
Cc1ccc(C(C(=O)NC2CCCC2)N(Cc2ccc3c(c2)OCO3)C(=O)Cc2cccs2)cc1 (configuration not stated)	-5	6	1.1	-6	99	93	3	6	1	/
Cc1ccc(-c2nn3c(C)nnc3s2)cc1NC(=O)c1ccc(Br)o1	-6	3	1.1	-1	88	98	20	1	1.2	/
O=C1C2C3c4ccccc4C(Br)(c4ccccc43)C2C(=O)N1c1ccccc1O (configuration not stated)	-6	-2	1.1	-11	99	102	2	11	0.97	0.24
O=C(O)C1CCC(CNCc2ccccc2Cl)CC1 (configuration not stated)	-7	0	1.1	10	100	100	0	-10	1	/
O=C(c1noc2c1CCCC2)N1CCc2c([nH]c3ccccc23)C1c1ccccn1 (configuration not stated)	-6	-13	1.1	7	95	109	11	-7	1.3	-0.49

New compounds follow
SMILES	FLuc inh counter	STAT1 inh	FLuc act counter	APP transl inh	STAT3 act	STAT1 activator	STAT3 inh	APP 5'UTR act	NF-kB expr up	ROMK primary
COC(=O)c1c(NC(=O)/C=C/c2ccc3c(c2)OCO3)sc(C)c1C	12	-18	0.9	-9	92	116	10	9	1.2	0.021
Nc1ccc(S(=O)C(F)(F)F)cc1 (configuration not stated)	-6	-4	1.1	11	104	104	1	-11	1.2	-0.039
C/C(=N\O)C(C)NC(=O)c1ccccc1 (configuration not stated)	-10	6	1.1	4	98	95	5	-4	1.2	/
C=CCOC(=O)c1sc(NC(=O)c2ccc(OC)cc2)nc1C	6	-8	0.9	-49	87	107	20	49	2.4	-0.085
COc1ccc(NC(=O)COC(=O)COc2ccc(Br)cc2)cc1	-1	1	1	-18	99	100	10	18	1.1	0.12
O=C(NC1CCCCC1)C(c1ccc(O)cc1)N(CC1CCCO1)C(=O)C1COc2ccccc2O1 (configuration not stated)	-6	2	1.1	0	105	98	0	0	0.9	-2.2
COc1ccccc1C(CC(=O)Nc1ccccc1C)c1ccc(OC(C)C)cc1 (configuration not stated)	-2	3	1	2	106	97	-5	-2	0.89	-0.26
CCOCc1nnc(NC(=O)COC)s1	-7	-3	1.1	-20	95	101	10	20	1.1	/

10 entries out of the list, ordered by length of the SMILES, lowest first:
SMILES	FLuc inh counter	STAT1 inh	FLuc act counter	APP transl inh	STAT3 act	STAT1 activator	STAT3 inh	APP 5'UTR act	NF-kB expr up	ROMK primary
CCOCc1nnc(NC(=O)COC)s1	-7	-3	1.1	-20	95	101	10	20	1.1	/
C/C(=N\O)C(C)NC(=O)c1ccccc1 (configuration not stated)	-10	6	1.1	4	98	95	5	-4	1.2	/
O=C(O)C1CCC(CNCc2ccccc2Cl)CC1 (configuration not stated)	-7	0	1.1	10	100	100	0	-10	1	/
COc1ccc(NC(=O)COC(=O)COc2ccc(Br)cc2)cc1	-1	1	1	-18	99	100	10	18	1.1	0.12
Cc1ccc(-c2nn3c(C)nnc3s2)cc1NC(=O)c1ccc(Br)o1	-6	3	1.1	-1	88	98	20	1	1.2	/
COc1ccccc1C(CC(=O)Nc1ccccc1C)c1ccc(OC(C)C)cc1 (configuration not stated)	-2	3	1	2	106	97	-5	-2	0.89	-0.26
COC(=O)c1c(NC(=O)/C=C/c2ccc3c(c2)OCO3)sc(C)c1C	12	-18	0.9	-9	92	116	10	9	1.2	0.021
O=C(c1noc2c1CCCC2)N1CCc2c([nH]c3ccccc23)C1c1ccccn1 (configuration not stated)	-6	-13	1.1	7	95	109	11	-7	1.3	-0.49
O=C(NC1CCCCC1)C(c1ccc(O)cc1)N(CC1CCCO1)C(=O)C1COc2ccccc2O1 (configuration not stated)	-6	2	1.1	0	105	98	0	0	0.9	-2.2
Cc1ccc(C(C(=O)NC2CCCC2)N(Cc2ccc3c(c2)OCO3)C(=O)Cc2cccs2)cc1 (configuration not stated)	-5	6	1.1	-6	99	93	3	6	1	/

The list continues:
SMILES	FLuc inh counter	STAT1 inh	FLuc act counter	APP transl inh	STAT3 act	STAT1 activator	STAT3 inh	APP 5'UTR act	NF-kB expr up	ROMK primary
NC(=O)NC(c1ccccc1)c1ccccc1F (configuration not stated)	-7	1	1.1	-6	97	99	6	6	1.4	-0.28
CN(C(=O)c1ccc(S(=O)(=O)c2cccc(Cl)c2)c([N+](=O)[O-])c1)C1CCCCC1	-3	4	1	12	92	97	7	-12	0.93	-2.3
CC(C)c1ccc(/C=N\NC(=O)c2ccc(Cn3cccn3)o2)cc1	72*	-7	0.3	-34	88	107	18	34	1.2	-0.091
Cc1cc2ncc(-c3ccc(Cl)cc3)c(N)n2n1	58*	-32	0.4	-46	113	129*	-10	45	1.2	/
Cc1nn(C(C)C(=O)O)c2ccccc12 (configuration not stated)	-3	-7	1	-9	101	106	4	9	1	/
CC(=O)N1c2ccccc2N(Cc2ccc(C)cc2C)C(=O)C1(C)C	-3	/	1	23	/	/	/	-23	0.76	/
COc1cccc(CN2C(=O)Nc3ccccc3C(=O)N2C(C)(C)C)c1	-1	2	1	5	103	98	1	-5	0.88	1.9
Oc1ccc(N=Nc2cccc(C(F)(F)F)c2)cc1C=Nc1ccc(N2CCOCC2)cc1	-3	5	1	-4	94	96	5	4	1.3	0.019

From PubChem BioAssay
